# TPT1 inhibitor = inhibitors of Candida albicans tRNA 2'-phosphotransferase TPT1; inhibition, % at 5 µM; hit rate 0.81% among 300,000; recombinant caTPT1, FP RNA substrate dephosphorylation; AID 1962;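 active means inhibition above the mean of all tested compounds plus 3 SD, set per screening campaign, cut at about 24% in these data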;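 further: plate controls were DMSO alone for no effect and ferristatin control at 100 nM for full effect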
# MCL1 BIM primary = inhibitors of human MCL1 binding to BIM-BH3 peptide | Q07820 | GST-MCL1 / FITC-Bim-BH3 fluorescence polarization | inhibition, % at 10.9 µM | hit rate 0.68% among 320,000;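 active means inhibition above the mean inhibition of all tested compounds plus 3 SD, set per campaign, cut at about 40% in these data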;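 further: 0% = DMSO wells and 100% = unlabeled Bim-BH3 peptide control; higher means more loss of mP so more displacement of Bim peptide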
# Target sequence (Q07820 whole entry, looked up): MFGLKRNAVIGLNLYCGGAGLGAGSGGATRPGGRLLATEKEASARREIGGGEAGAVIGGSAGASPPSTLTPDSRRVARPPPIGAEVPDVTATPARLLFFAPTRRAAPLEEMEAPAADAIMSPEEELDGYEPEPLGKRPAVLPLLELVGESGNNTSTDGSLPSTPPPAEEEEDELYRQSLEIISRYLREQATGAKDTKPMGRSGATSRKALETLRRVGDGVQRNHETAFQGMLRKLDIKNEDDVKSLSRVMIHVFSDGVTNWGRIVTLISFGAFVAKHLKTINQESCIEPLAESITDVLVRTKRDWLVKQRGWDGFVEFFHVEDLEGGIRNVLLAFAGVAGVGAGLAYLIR
# Fam108B inh = counter-screen for RBBP9 inhibitors: inhibitors of mouse Fam108B. hit rate 0.33% among 300,000. AID 1947. recombinant Fam108B, FP-Rh probe fluorescence polarization. inhibition, % at 9.51 µM;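 active means inhibition above the screen mean inhibition plus 3 SD, computed separately per campaign, cut at about 18% in these data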;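 further: inhibitors lower polarization as less probe binds the enzyme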
# MEX-5 binding = C. elegans MEX-5 TCR-2 RNA binding activity. activity score (negative = inhibition of binding), % at 10 µM. MEX-5/FITC-TCR2 RNA binding, fluorescence polarization; stronger effect = lower value. hit rate 0.38% among 300,000. Q9XUB2. AID 1832;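 active means inhibition past about -25% in most replicates, and total fluorescence under double the plate's negative control median, limit read from the data; inconclusive means replicates evenly split on the limit, or fluorescence at least double controls; inactive means too little inhibition in most replicates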;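 further: 0% = DMSO and -100% = 5 µM competing unlabeled TCR2 RNA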
# GSTO1 inh = blocks human GSTO1 in RBBP9 counter-screen; P78417; recombinant GSTO1, activity-based probe fluorescence polarization; inhibition, % at 5.96 µM; hit rate 1.1% among 300,000;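 active means inhibition above the campaign mean inhibition plus 3 SD, cut at about 35% in these data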;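 further: 0% = GSTO1-1 with DMSO and 100% = wells lacking GSTO1-1 enzyme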
# PME-1 inh = PME-1 (human) inhibition; Q9Y570; recombinant PME-1, FP-Rh probe fluorescence polarization; inhibition, % at 5.9 µM; hit rate 0.53% among 320,000; AID 2130;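 active means inhibition above the campaign mean of all compounds plus 3 SD, cut at about 26% in these data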;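 further: competitive labeling of PME-1 active site by serine hydrolase directed probe; 0% = PME-1 with DMSO and 100% = wells lacking PME-1 enzyme; inhibitors block probe labeling so polarization falls and inhibition rises; many of its hits are not listed in these tables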
# PAD4 inh = inhibitors of human PAD4 | inhibition, % at 6.36 µM | hit rate 0.41% among 330,000 | AID 485272 | Q9UM07 | recombinant PAD4, RCA probe fluorescence polarization;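 active means percent inhibition above a cutoff equal to the mean of all tested compounds plus 3 SD, cut at about 15% in these data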;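 further: 0% = PAD4 with RCA probe and DMSO and 100% = probe without PAD4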
# Target sequence (Q9UM07 whole entry, looked up): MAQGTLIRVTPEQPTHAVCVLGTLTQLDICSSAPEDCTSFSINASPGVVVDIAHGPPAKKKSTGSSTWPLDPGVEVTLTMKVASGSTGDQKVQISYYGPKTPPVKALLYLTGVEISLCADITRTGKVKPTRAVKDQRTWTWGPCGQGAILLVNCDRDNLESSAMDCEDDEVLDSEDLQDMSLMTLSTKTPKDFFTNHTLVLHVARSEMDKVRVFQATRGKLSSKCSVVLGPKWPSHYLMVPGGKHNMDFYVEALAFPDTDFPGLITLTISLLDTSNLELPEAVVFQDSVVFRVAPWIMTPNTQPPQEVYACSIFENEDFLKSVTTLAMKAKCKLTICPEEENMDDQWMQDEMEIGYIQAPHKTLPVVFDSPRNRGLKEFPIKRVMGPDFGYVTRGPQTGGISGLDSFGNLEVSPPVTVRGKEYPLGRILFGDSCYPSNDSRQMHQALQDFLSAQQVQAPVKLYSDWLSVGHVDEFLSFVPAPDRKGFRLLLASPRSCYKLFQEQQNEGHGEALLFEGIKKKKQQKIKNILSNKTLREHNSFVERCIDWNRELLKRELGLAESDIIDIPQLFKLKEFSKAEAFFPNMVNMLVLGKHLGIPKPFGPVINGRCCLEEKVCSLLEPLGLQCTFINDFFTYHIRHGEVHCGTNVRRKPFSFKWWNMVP
# GLD-1 RNA inh = GLD-1-TGE RNA interaction inhibition (C. elegans). inhibition, % at 5.96 µM. Q17339. purified GLD-1 + fluorescein TGE RNA, fluorescence polarization. AID 2280. hit rate 0.44% among 320,000;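 active means percent inhibition above a per-plate cutoff, the plate mean of test compounds plus 3 SD, cut at about 30% in these data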;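 further: 0% = DMSO wells with GLD-1 and probe and 100% = wells lacking GLD-1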
# Bcl-xL primary = blocks human Bcl-xL binding to Bim BH3 peptide. GST-Bcl-xL / FITC-Bim BH3 peptide fluorescence polarization. inhibition, % at 10.9 µM. hit rate 0.7% among 320,000. AID 2129;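 active means inhibition above the mean of all tested compounds plus 3 SD, cutoff set per campaign, cut at about 30% in these data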;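 further: 0% = DMSO wells and 100% = unlabeled Bim-BH3 peptide competitor; inhibitors lower millipolarization by displacing the labeled peptide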
# * = called active by the depositor; u = inconclusive; x = no result given.
SMILES,TPT1 inhibitor,MCL1 BIM primary,Fam108B inh,MEX-5 binding,GSTO1 inh,PME-1 inh,PAD4 inh,GLD-1 RNA inh,Bcl-xL primary
O=[N+]([O-])c1cccc(C(=Nc2cccc(Cl)c2)NO)c1,0,0,-1,1.9,12,-1,8,3,5
CCC[N+](CC#Cc1ccccc1)(CCC)CC(=O)OCC,1,-2,5,-2.7,0,0,-1,7,4
CC(C)c1ccc(-c2cc(C(=O)N3N=C(C(F)F)CC3(O)C(F)F)c3ccccc3n2)cc1 (configuration not stated),-1,-2,-20,0.8,-9,-36,1,3,-1
COCCn1c(SCC(=O)NCc2ccc3c(c2)OCO3)nnc1C(C)C,0,-1,-1,-1.4,6,-9,-9,0,3
O=C(CCCn1c(=S)[nH]c2ccccc2c1=O)NC1CCCC1,0,3,0,1.4,8,6,-5,0,2
O=C(NNc1c(Cl)cccc1Cl)c1cccs1,0,-14,-1,2.0,-3,-3,2,-3,-5
CCCCn1c(N)c(N(CC)C(=O)C(c2ccccc2)c2ccccc2)c(=O)[nH]c1=O,-2,3,2,-0.8,9,-5,5,2,9
COc1ccc(NC(=O)CC2C(=O)N(c3ccc(F)cc3)C(=S)N2NC(=O)c2ccc(Cl)cc2)cc1 (configuration not stated),7,1,-6,1.7,-4,-2,-2,9,2
Cc1ccc(-c2nnc(SCC(=O)NNC(=O)COc3cccc4ccccc34)n2C)cc1,1,-10,2,-3.5,-2,-7,4,-5,-1
O=C(O)COc1ccccc1-c1ccccc1,4,1,5,-1.5,-8,-1,1,2,4
COc1cccc(N2C(=O)C(CC(=O)Nc3ccccc3)N(C3CCCCC3)C2=O)c1 (configuration not stated),-4,16,4,1.2,3,0,0,-1,9
CCOC(=O)C1CCCN(Cc2cc(=O)oc3cc(C)c(C(C)C)cc23)C1 (configuration not stated),-3,4,3,0.1,6,-12,-5,9,0
CCn1c(SCC(=O)Nc2ccc3c(c2)OCCO3)nc2c(c1=O)SC(C)C2 (configuration not stated),-10,8,-3,-1.1,12,-1,-3,7,6
Cc1ccc(CNC(=O)CSc2nccn(-c3ccc(C)c(F)c3)c2=O)cc1,-1,4,2,-3.4,3,6,-1,-1,5
CN(C)CCOc1cc(Cl)cc(Cl)c1,-2,4,3,-0.3,7,-1,-4,0,4
Cc1ccccc1Cn1nc(C)c(NC(=O)c2noc3c2CCCC3)c1C,1,2,2,-2.6,1,2,-2,-1,-2
O=C(NCc1cccnc1)C(=O)NCC1OCCN1S(=O)(=O)c1ccc(Cl)cc1 (configuration not stated),-1,6,-1,0.1,5,4,3,0,6
COc1ccc(C(CNC(=O)c2ccc(NS(=O)(=O)c3cccc([N+](=O)[O-])c3)cc2)N2CCOCC2)cc1 (configuration not stated),1,0,-11,2.4,0,-5,-1,2,1
Cc1ccc(Cn2c(SCC(=O)NCC3CCCO3)nc3c(sc4ccccc43)c2=O)cc1 (configuration not stated),0,5,-4,1.7,3,0,2,0,6
Cc1ccc(NC(=O)CN(C)C(=O)COC(=O)c2ccc(Cl)cc2O)cc1,x,2,x,x,x,0,-3,-3,1
CC(C)[C@H](NS(=O)(=O)c1ccc2c(c1)OCCO2)C(=O)OCC(=O)Nc1ccccc1,-2,4,2,2.0,4,3,1,8,4
Cc1ccc(S(=O)(=O)N2CCN(c3ccc(C(F)(F)F)cc3[N+](=O)[O-])CC2)cc1,-1,0,-3,-0.4,6,-1,-1,5,7
CCN(CC)c1ccc(C(=O)Nc2cccc(F)c2)cc1,-3,10,7,0.9,1,-2,0,0,1
Cn1nc(-c2ccccc2)cc1NC(=O)Nc1ccc(C(C)(C)C)cc1,-6,-6,-11,2.3,-27,18,-2,9,3
Nc1ccc(S(=O)(=O)N2CCc3ccccc32)cc1,0,0,6,0.0,3,4,2,-4,0
# Following part
SMILES,TPT1 inhibitor,MCL1 BIM primary,Fam108B inh,MEX-5 binding,GSTO1 inh,PME-1 inh,PAD4 inh,GLD-1 RNA inh,Bcl-xL primary
Cc1ccc(NC(=O)CCCCCCCCCCC2COCCO2)c(C)c1 (configuration not stated),0,1,4,3.3,-2,23,-10,2,-1
CC(C)(C)NC(=O)CN(C(=O)CS(=O)CC(=O)Nc1ccc(F)cc1)c1ccccc1F (configuration not stated),1,4,-1,0.4,12,-8,0,1,-7
COc1ccccc1NC(=O)C(C)OC(=O)COc1cccc2c1OC(C)(C)C2 (configuration not stated),0,-6,1,0.7,0,7,-11,3,-2
COc1ccc(-c2oc3ccc(-c4ccc5c(c4)OCO5)cc3c2C#CC2(O)CCCCC2)cc1,2,-8,-24,-0.8,-9,-27,4,1,4
COCCn1c(C2CCCCC2)nc2sc3ccccc3c(=O)c2c1=O,2,4,-4,-2.4,2,-8,0,6,3
Cc1cccc(NC(=O)CSCC(=O)Nc2sccc2C#N)c1,10,10,0,-2.0,-1,3,-5,-6,7
O=C(Cc1ccc(Cl)c(Cl)c1)N1CCOCC1,-3,-6,-1,0.4,-5,-4,-6,3,3
CN1CCN(CCOc2ccc(Cc3ccccc3)cc2)CC1,2,-2,2,0.2,3,-2,1,-2,-4
Cc1noc(NS(=O)(=O)c2ccc(NC(=O)c3nn(-c4ccccc4)ccc3=O)cc2)c1C,0,0,-5,-1.1,-11,-3,1,4,1
CCOc1ccc(NC(=O)CCn2ccnc2)cc1,2,-8,1,3.8,1,1,-3,2,-3
O=C(N/N=C/c1cc([N+](=O)[O-])ccc1O)c1cccc2cc[nH]c12,-3,8,8,2.6,-11,-5,2,-3,4
Cc1cc(C(=O)Nc2ccc(C(=O)O)cc2)c(-c2ccccc2)o1,2,2,3,-2.8,8,0,0,7,6
CC1CCCC(C)N1CCCNC(=O)CN1C(=O)c2cccnc2Oc2ccc(Cl)cc21 (configuration not stated),-4,-1,3,-3.1,11,-6,-3,6,2
Cc1ccc(NC(=O)CSC2=C(C#N)C(c3ccc4c(c3)OCO4)CC(=O)N2)cc1C (configuration not stated),0,1,0,-1.5,6,-4,-2,3,1
CCn1c(SCC(=O)Nc2cc(Cl)ccc2OC)nnc1C1CC1,-1,4,3,0.1,2,-7,-3,-1,6
NC(=O)c1cc(N2C(=O)C3CC=CCC3C2=O)ccc1N1CCCCC1 (configuration not stated),0,5,0,-0.3,2,1,1,-1,0
CCN(C(=O)COC(=O)CCCOc1ccccc1)c1c(N)n(Cc2ccccc2)c(=O)[nH]c1=O,x,-11,x,x,x,1,1,5,-7
Cc1cccc(N/N=C(\C(N)=O)C2=NC(C)(C)Cc3ccccc32)c1,-1,4,1,1.5,1,2,-5,2,5
Clc1ccc(-c2csc(-c3ccno3)n2)cc1,3,-6,0,1.1,6,-3,-5,-3,-4
Cc1ccc(NC(=O)CN(C)CC(=O)Nc2ccc(F)c(F)c2F)c(Cl)c1,-4,1,2,-0.6,1,4,-4,-1,2
O=C(c1ccc(S(=O)(=O)N2CCOCC2)cc1)N1CCN(c2ccccc2)CC1,-1,0,-2,0.1,-4,-10,4,4,7
CCn1c(C)c(/C=N/Nc2nc3ccccc3s2)c2ccccc21,-4,11,5,-0.2,2,35*,-3,-2,2
Cc1ccc(S(=O)(=O)N2CCCCC2)cc1C(=O)Nc1ccc(N2CCOCC2)cc1,-4,-4,5,-1.0,2,1,0,-2,-4
CC[n+]1c(/C=C/C=C/N(C(C)=O)c2ccccc2)sc2ccccc21,64*,-35,-220,u,-247,-270,-30,-66,-8
O=C(COc1ccccc1[N+](=O)[O-])OCC(=O)N1CCC(Cc2ccccc2)CC1,1,-19,-2,-5.5,-2,12,-4,-5,1
# The list goes on.
SMILES,TPT1 inhibitor,MCL1 BIM primary,Fam108B inh,MEX-5 binding,GSTO1 inh,PME-1 inh,PAD4 inh,GLD-1 RNA inh,Bcl-xL primary
C=CCn1c(=O)c(C(=O)Nc2ccccc2O)c(O)c2ccccc21,1,3,-5,-1.4,2,5,-2,8,0
CC(=O)Nc1ccc(S(=O)(=O)NC(CSc2ccc(C(=O)O)cc2[N+](=O)[O-])C(=O)O)cc1 (configuration not stated),-2,5,-1,-2.3,1,-2,-4,2,6
CCOC(=O)Cn1nc(-c2ccc(C)cc2)ccc1=O,-3,2,-3,2.3,7,-6,1,4,-2
Cc1ccc(C2C(=O)N(C3CCCC3)CC(=O)N2C2CCCCC2)cc1 (configuration not stated),-6,-6,-2,-0.1,4,9,1,1,0
c1nc2sc3c(c2c2nnnn12)CCCC3,4,9,0,-2.3,-31,-4,-6,-3,0
CCCCC(CC)C(=O)Nc1ncc([N+](=O)[O-])s1 (configuration not stated),1,6,-5,-0.8,-25,-11,-6,2,7
O=C1N/C(=C\c2ccccc2)C(O)=C1C=NCc1ccccc1,-1,1,-1,0.7,4,-1,-1,-2,0
COC(=O)Oc1ccc(/C=N/NC(=O)CSCc2ccc(Cl)cc2)cc1OC,0,6,-3,4.0,-2,6,-2,-1,1
CNC(=O)N(O)C1N(/N=C/c2ccccc2OC)C(=S)SC1(C)C (configuration not stated),-2,12,-3,1.7,10,-1,-4,3,7
Fc1ccc(F)c(C2=NNC(=NCC3CCCO3)SC2)c1 (configuration not stated),-3,14,-1,0.5,1,0,0,4,9
CCOc1cccc2sc(N(CCCN(C)C)C(=O)c3ccc(S(=O)(=O)N(CC)Cc4ccccc4)cc3)nc12,-2,4,0,-0.2,6,-2,-3,8,5
CCCCOC(=O)C1=C(C)Nc2nnnn2C1c1ccccc1Cl (configuration not stated),-1,0,0,1.8,1,-1,-7,2,2
c1cncc(-c2noc(-c3ccco3)n2)c1,-3,2,3,-2.7,4,2,0,-4,6
COc1ccc(OC)c(CN(CCCN2CCOCC2)C(=O)Nc2ccccc2)c1,-3,2,3,0.3,1,-10,-1,5,6
COc1ccc(NC(=O)c2cc(S(=O)(=O)N3CCOCC3)cn2C)c(OC)c1,-1,2,-2,1.8,2,-2,-1,-5,-3
CCn1nc(C(=O)NCC2COc3ccccc3O2)c2ccccc2c1=O (configuration not stated),x,7,x,x,x,1,-4,-1,4
Cc1ccc(CNc2nc3ccccc3s2)s1,1,3,0,-0.7,-4,2,-1,7,-2
N#Cc1cnc2ncnn2c1-c1ccccc1,-1,-6,0,-0.9,-3,4,-4,-3,1
O=C(O)CSC1=NC(=Nc2cccc(Cl)c2)C2(CCCCC2)N1c1ccccc1,1,-14,1,3.2,-1,2,-1,-4,-12
CCc1ccc(-c2cc(C)no2)cc1S(=O)(=O)NCCCN1CCN(c2ccccc2)CC1,-6,-6,3,1.6,0,-4,-2,-4,7
Cn1cc(S(=O)(=O)CC(=O)Nc2ccc3c(c2)OCO3)c2ccccc21,1,6,-1,-2.9,1,-6,-7,0,4
O=C(CN1CCCc2ccccc21)NCc1ccc2c(c1)OCO2,16,52*,0,-1.1,0,-3,-9,-51,47*
Cc1cc(C(=O)NC2CC(C)(C)Cc3c2cnn3-c2ccc(F)cc2)no1 (configuration not stated),0,6,3,-4.2,0,3,0,5,5
CCOC(=O)c1c(S(=O)(=O)N(C)Cc2ccco2)c(C)n(C)c1C,2,-4,-5,0.9,5,-6,0,-6,2
Cc1ccc(O)c(N/C=C/C(=O)c2ccc(F)cc2)c1,1,-1,4,-0.8,12,9,-5,5,3

# Assay outcomes as filed in PubChem.

# Not all compounds are listed (hit frequency here may not be typical).
